Source: PubChem (several laboratories)
ABCB6 inh 2 = ABCB6 transporter inhibitors, primary screen, K562-ABCB6 cells, flow cytometry, MLPCN library. ATP-binding cassette sub-family B member 6 (Homo sapiens), Q9NP58. K562-ABCB6 porphyrin accumulation, 1 h; hits give low values. fluorescence ratio to DMSO, % at 10 µM. 360,000 compounds, 0.19% hits;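 active = fluorescence ratio to DMSO below 75%, the collection mean minus 3 SD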;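 note: signal is porphyrin accumulated inside mitochondria; 100% equals median channel fluorescence of DMSO control wells; lower ratio means ABCB6 inhibition with less porphyrin fluorescence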
Target sequence (Q9NP58 whole entry, looked up): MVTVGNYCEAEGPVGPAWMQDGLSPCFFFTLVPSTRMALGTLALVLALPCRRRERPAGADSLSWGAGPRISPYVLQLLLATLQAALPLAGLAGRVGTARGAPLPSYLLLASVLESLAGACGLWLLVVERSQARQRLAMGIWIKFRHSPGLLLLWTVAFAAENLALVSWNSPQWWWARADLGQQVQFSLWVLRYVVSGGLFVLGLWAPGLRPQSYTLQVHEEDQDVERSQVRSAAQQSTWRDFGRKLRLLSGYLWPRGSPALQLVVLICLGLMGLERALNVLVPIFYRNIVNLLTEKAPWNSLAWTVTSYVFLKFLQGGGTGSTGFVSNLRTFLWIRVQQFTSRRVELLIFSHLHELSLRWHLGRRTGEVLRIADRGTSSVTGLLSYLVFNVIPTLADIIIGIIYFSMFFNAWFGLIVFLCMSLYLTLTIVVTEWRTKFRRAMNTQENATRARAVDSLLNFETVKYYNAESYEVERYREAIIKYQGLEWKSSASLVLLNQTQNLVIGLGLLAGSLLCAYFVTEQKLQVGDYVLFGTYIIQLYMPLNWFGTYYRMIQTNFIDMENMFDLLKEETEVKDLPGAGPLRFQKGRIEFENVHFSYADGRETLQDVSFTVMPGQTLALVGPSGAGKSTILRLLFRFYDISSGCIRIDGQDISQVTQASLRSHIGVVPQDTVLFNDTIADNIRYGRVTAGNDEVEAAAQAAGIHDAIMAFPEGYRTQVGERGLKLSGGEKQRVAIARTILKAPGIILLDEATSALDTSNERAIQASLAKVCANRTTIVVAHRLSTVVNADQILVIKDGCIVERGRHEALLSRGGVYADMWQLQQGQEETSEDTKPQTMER
TLR9-MyD88 inh = inhibitors of TLR9-MyD88 association in cells, primary screen, cell-based, CHO, BLA complementation, fluorescence. inhibition, % at 4.98 µM. AID 504734, 2011. CCF4 FRET ratio. Toll-like receptor 9 (Homo sapiens) + Myeloid differentiation primary response protein …. 340,000 compounds, 0.21% hits;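 active = inhibition above the mean over all tested compounds plus 3 SD, cut at about 21% in these data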;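 note: 0% = DMSO only wells and 100% = clavulanate BLA inhibitor control wells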
MC4R barr agon = MC4R agonists recruiting beta-arrestin, primary screen, cell-based, luminescence, agonist arm of biased-ligand search | Melanocortin receptor 4 (Homo sapiens), P32245 | U2OS MC4R beta-arrestin complementation; percent of melanotan II response, DMSO zero | activation, % at 8.9 µM | 360,000 compounds, 0.98% hits | AID 540308, 2011;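 active = activation above a per-plate cutoff, the mean activation of sample wells on that plate plus 3 SD, cut at about 8% in these data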
Exocytosis inh = LAMP-1 surface exposure blockers, TALL-104 cells – cell-based, flow cytometry, MLPCN library, primary screen; TALL-104 LAMP-1 surface exposure; cells stimulated with thapsigargin and PMA; inhibition, % at 10 µM; 360,000 compounds, 0.66% hits; AID 651702, 2012;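 active = inhibition above about 55%, limit read from the data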
aDG glyco act = activators of alpha-DG glycosylation, primary screen, uHTS, Pro5-aDG cells, AlphaScreen; alpha-DG glycosylation AlphaScreen (IIH6); 0% Pro5, 100% B10-LARGE cell signal; activation, % at 10 µM; 360,000 compounds, 0.22% hits;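 active = activation of at least 8% versus controls, or a plate z-score of at least 8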;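 note: Pro5 are CHO cells carrying HIG-tagged alpha-DG that lacks glycosylation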
NOD2 RIPK2 PPI = NOD2-RIPK2 binding disruptors in cells, primary screen, fluorescence, CHO cells, BLA complementation. Receptor-interacting serine/threonine-protein kinase 2 (Homo sapiens), O43353. CCF4 ratio. inhibition, % at 4.98 µM. 360,000 compounds, 0.38% hits. AID 624267, 2012; in the data active = inhibition above about 21%;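 note: 0% = vehicle only and 100% = reference blocker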
ABHD5 PLIN5 PPI = ABHD5-PLIN5 interaction inhibitors, primary screen, cell lysate, split luciferase complementation, luminescence; Perilipin-5 (Homo sapiens) + 1-acylglycerol-3-phosphate O-acyltransferase ABHD5 (Homo …; Split G. princeps luciferase complementation, 4 h; inhibition, % at 4 µM; 360,000 compounds, 0.78% hits;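 active = inhibition above the mean inhibition across every tested compound plus 3 SD, cut at about 22% in these data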;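 note: 0% = DMSO only wells and the 100% control is not disclosed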
Vif imaging = HIV Vif self-association inhibitors, primary screen, imaging, HEK293T, single point | HEK293T cells, Vif self-association by quenched fluorescence, 24 h | inhibition, % at 7.49 µM | 340,000 compounds, 0.35% hits | AID 602346, 2012; in the data active = inhibition above about 50%, passing the limit was not always enough; note: some results filed as inactive read as strong as hits
MC4R antag cAMP = MC4R antagonists of cAMP signaling, primary screen, cell-based, TR-FRET, antagonist arm of biased-ligand search; Melanocortin receptor 4 (Homo sapiens), P32245; MC4R-expressing cells, MTII-stimulated cAMP, LANCE TR-FRET; inhibition, % at 6.5 µM; 360,000 compounds, 0.48% hits; AID 540295, 2011;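 active = inhibition above its plate's cutoff, the mean of tested wells on that plate plus 3 SD, cut at about 29% in these data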;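 note: 0% = Melanotan II alone and 100% = Melanotan II plus saturating MCL0020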
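Assay system: U2OS-MC4R stable cell line; Also added: Melanotan II; Technique: Eu-cAMP/anti-cAMP TR-FRET, emission 671 nm; Times: 30-min compound, 1-h challenge, 1-h detection, room temperature.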
N-glyco inh = increase of ERlucT glycosylation luciferase signal, primary screen, N-linked glycosylation inhibitor project, D54 ERlucT cells, luminescence, set 2; D54 ERlucT glycosylation luciferase reporter, 24 h; percent of 100 nM tunicamycin response; reporter increase, % at 12.5 µM; 360,000 compounds, 0.23% hits; AID 588692, 2011;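 active = mean luciferase reporter signal, scaled so untreated is 0 and the glycosylation-blocking control 100, at or above a set limit in every replicate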;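 note: luciferase carries N-glycosylation sites so blocking glycosylation raises the light; 0% = median of neutral control wells and 100% = median of 100 nM tunicamycin wells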
Active calls of the source: *. Some of the compounds tested; rates above refer to the full screens.

`Cc1cc2c(=O)n(C)c(SCC(=O)Nc3ccccc3)nc2s1` gave ABCB6 inh 2 101, TLR9-MyD88 inh 5, MC4R barr agon 0.3, Exocytosis inh -4, aDG glyco act 0.2, NOD2 RIPK2 PPI -3, ABHD5 PLIN5 PPI 6, Vif imaging -4, MC4R antag cAMP 13 and N-glyco inh -6.
COc1ccc(C2=NOC3(CC(=O)N(c4ccc(C)cc4)C3=O)C2)cc1 (configuration not stated) was read as ABCB6 inh 2 102, TLR9-MyD88 inh -3, MC4R barr agon 0.9, Exocytosis inh 4, aDG glyco act 0.0, NOD2 RIPK2 PPI 6, ABHD5 PLIN5 PPI 3, MC4R antag cAMP 11 and N-glyco inh -1.
For COc1ccccc1CCNC(=O)c1cccc(S(=O)(=O)N2CCc3ccccc3C2)c1 the results were ABCB6 inh 2 95, TLR9-MyD88 inh 7, MC4R barr agon -0.1, Exocytosis inh -5, aDG glyco act -0.2, NOD2 RIPK2 PPI -5, ABHD5 PLIN5 PPI 9, Vif imaging -9, MC4R antag cAMP 3 and N-glyco inh 0.
For O=C(CN1CCc2ccccc21)NN1CC(=O)N(c2ccc(Cl)cc2)CC1=O the results were ABCB6 inh 2 92, TLR9-MyD88 inh -5, MC4R barr agon 2.7, Exocytosis inh -2, aDG glyco act -0.1, NOD2 RIPK2 PPI 2, ABHD5 PLIN5 PPI -3, Vif imaging 4, MC4R antag cAMP -5 and N-glyco inh -2.
For COc1ccc(OC)c(S(=O)(=O)Nc2ccccc2C(F)(F)F)c1 the results were ABCB6 inh 2 98, TLR9-MyD88 inh 7, MC4R barr agon -1.9, Exocytosis inh -3, aDG glyco act -0.2, NOD2 RIPK2 PPI 3, ABHD5 PLIN5 PPI -2, Vif imaging 15, MC4R antag cAMP -2 and N-glyco inh -1.
For O=C(CSc1nnc(-c2ccc(Br)cc2)o1)N1CCN(C(=O)c2ccco2)CC1 the results were ABCB6 inh 2 92, TLR9-MyD88 inh -2, MC4R barr agon -0.7, Exocytosis inh 2, aDG glyco act 0.1, NOD2 RIPK2 PPI -4, ABHD5 PLIN5 PPI -4, Vif imaging -9, MC4R antag cAMP 13 and N-glyco inh 1.
For CN(C)c1ccc(C(=O)OCC(=O)N2CCCC2)cc1 the results were ABCB6 inh 2 91, TLR9-MyD88 inh 10, MC4R barr agon -1.9, Exocytosis inh 4, aDG glyco act 0.0, NOD2 RIPK2 PPI 13, ABHD5 PLIN5 PPI 2, Vif imaging 18, MC4R antag cAMP 6 and N-glyco inh 1.
O=C(NCc1cccc(Cl)c1)C1CCC(=O)N(CCN2CCOCC2)C1 (configuration not stated) was read as ABCB6 inh 2 98, TLR9-MyD88 inh -2, MC4R barr agon -4.6, Exocytosis inh -2, aDG glyco act -0.1, NOD2 RIPK2 PPI -4, ABHD5 PLIN5 PPI -3, Vif imaging -9, MC4R antag cAMP -2 and N-glyco inh 3.
`CC(=O)NC(NC(=S)Nc1c(C)n(C)n(-c2ccccc2)c1=O)C(Cl)(Cl)Cl` (configuration not stated) gave ABCB6 inh 2 103, TLR9-MyD88 inh 4, MC4R barr agon -3.0, Exocytosis inh 6, aDG glyco act 0.1, NOD2 RIPK2 PPI 0, ABHD5 PLIN5 PPI -2, Vif imaging -6, MC4R antag cAMP 14 and N-glyco inh 2.
`CCOc1ccc(CCNC(=O)C2=C(C)C(=O)OC23CCC(C)CC3)cc1` (configuration not stated) gave ABCB6 inh 2 94, TLR9-MyD88 inh 9, MC4R barr agon 1.2, Exocytosis inh 0, aDG glyco act 1.2, NOD2 RIPK2 PPI -8, ABHD5 PLIN5 PPI 0, Vif imaging 11, MC4R antag cAMP 14 and N-glyco inh 1.
Screening COc1cccc(Cn2c3ccc(NC(=O)Cc4cc(OC)ccc4OC)cc3c(=O)n2C)c1 returned ABCB6 inh 2 92, MC4R barr agon 1.9, Exocytosis inh -3, aDG glyco act -0.3, NOD2 RIPK2 PPI 12, ABHD5 PLIN5 PPI 1, Vif imaging 2, MC4R antag cAMP -11 and N-glyco inh 9.
For CC(C)Cn1c(N)c(C(=O)COC(=O)Cc2cccs2)c(=O)n(C)c1=O the results were ABCB6 inh 2 96, TLR9-MyD88 inh -10, MC4R barr agon -0.3, Exocytosis inh 0, aDG glyco act 4.7, NOD2 RIPK2 PPI -9, ABHD5 PLIN5 PPI -4, Vif imaging -4, MC4R antag cAMP 2 and N-glyco inh -1.
`O=C(NCC1CCCO1)c1ccc(NC(=O)c2cccc([N+](=O)[O-])c2)cc1` (configuration not stated) gave ABCB6 inh 2 100, TLR9-MyD88 inh -10, MC4R barr agon -0.4, Exocytosis inh 1, aDG glyco act 0.1, NOD2 RIPK2 PPI -9, ABHD5 PLIN5 PPI -4, Vif imaging -2, MC4R antag cAMP 9 and N-glyco inh 0.
`CNC(=O)c1nnc(Cc2ccc(Cl)cc2)o1` gave ABCB6 inh 2 95, TLR9-MyD88 inh -3, MC4R barr agon 0.8, Exocytosis inh -3, aDG glyco act 0.2, NOD2 RIPK2 PPI -18, ABHD5 PLIN5 PPI 8, Vif imaging -1, MC4R antag cAMP 2 and N-glyco inh -2.
For O=C(COC(=O)c1c2ccccc2cc2ccccc12)NCC(F)(F)F the results were ABCB6 inh 2 103, TLR9-MyD88 inh -12, MC4R barr agon 0.7, Exocytosis inh -1, aDG glyco act 0.2, NOD2 RIPK2 PPI 7, ABHD5 PLIN5 PPI 3, Vif imaging 4, MC4R antag cAMP 2 and N-glyco inh -3.

Continued (2 carried over from the part before).
`CNC(=O)c1nnc(Cc2ccc(Cl)cc2)o1` gave ABCB6 inh 2 95, TLR9-MyD88 inh -3, MC4R barr agon 0.8, Exocytosis inh -3, aDG glyco act 0.2, NOD2 RIPK2 PPI -18, ABHD5 PLIN5 PPI 8, Vif imaging -1, MC4R antag cAMP 2 and N-glyco inh -2.
For O=C(COC(=O)c1c2ccccc2cc2ccccc12)NCC(F)(F)F the results were ABCB6 inh 2 103, TLR9-MyD88 inh -12, MC4R barr agon 0.7, Exocytosis inh -1, aDG glyco act 0.2, NOD2 RIPK2 PPI 7, ABHD5 PLIN5 PPI 3, Vif imaging 4, MC4R antag cAMP 2 and N-glyco inh -3.
COc1ccc(NC(=O)c2cccc(-c3ccc(O)cc3)c2)cn1 was read as ABCB6 inh 2 109, TLR9-MyD88 inh 12, MC4R barr agon -1.8, Exocytosis inh 0, aDG glyco act -0.1, NOD2 RIPK2 PPI 0, ABHD5 PLIN5 PPI 10, Vif imaging 13, MC4R antag cAMP 4 and N-glyco inh 10.
CC(C)CCNc1nc(N)c([N+](=O)[O-])c(N2CCCCCC2)n1 was read as ABCB6 inh 2 94, TLR9-MyD88 inh 0, MC4R barr agon 3.7, Exocytosis inh -1, aDG glyco act 0.7, NOD2 RIPK2 PPI -12, ABHD5 PLIN5 PPI -3, Vif imaging -16, MC4R antag cAMP 11 and N-glyco inh -2.
`Cc1ccc(C(=O)NNC(=O)C2CCN(C(=O)OC(C)(C)C)CC2)cc1` gave ABCB6 inh 2 102, TLR9-MyD88 inh -7, MC4R barr agon -1.7, Exocytosis inh -8, aDG glyco act -0.2, NOD2 RIPK2 PPI 1, ABHD5 PLIN5 PPI 6, Vif imaging -5, MC4R antag cAMP 7 and N-glyco inh 0.
For O=C1CCCN1S(=O)(=O)c1ccc(F)cc1 the results were ABCB6 inh 2 100, TLR9-MyD88 inh -4, MC4R barr agon -0.9, Exocytosis inh -3, aDG glyco act 0.2, NOD2 RIPK2 PPI -1, ABHD5 PLIN5 PPI 2, Vif imaging -12, MC4R antag cAMP 14 and N-glyco inh -1.
`CCc1ccc(Nc2ccc3nonc3c2[N+](=O)[O-])cc1` gave ABCB6 inh 2 92, TLR9-MyD88 inh -6, MC4R barr agon -0.8, Exocytosis inh -5, aDG glyco act 0.8, NOD2 RIPK2 PPI -12, ABHD5 PLIN5 PPI 1, Vif imaging 16, MC4R antag cAMP -1 and N-glyco inh 2.
For O=C(O)c1ccc(/C=C2\COc3ccccc3C2=O)cc1 the results were ABCB6 inh 2 98, TLR9-MyD88 inh -1, MC4R barr agon -3.0, Exocytosis inh -5, aDG glyco act 0.2, NOD2 RIPK2 PPI -5, ABHD5 PLIN5 PPI 32*, Vif imaging 17, MC4R antag cAMP 36* and N-glyco inh 2.
`COc1cc(OC)cc(-c2nnc(SCC(=O)N3c4ccccc4Sc4ccccc43)o2)c1` gave ABCB6 inh 2 95, TLR9-MyD88 inh -9, MC4R barr agon 0.4, Exocytosis inh -7, aDG glyco act 0.1, NOD2 RIPK2 PPI -13, ABHD5 PLIN5 PPI 5, MC4R antag cAMP -4 and N-glyco inh 1.
For O=C(Cc1ccccc1[N+](=O)[O-])N1CCN(c2ccc(F)cc2)CC1 the results were ABCB6 inh 2 101, TLR9-MyD88 inh 0, MC4R barr agon -1.1, Exocytosis inh 0, aDG glyco act 0.0, NOD2 RIPK2 PPI -5, ABHD5 PLIN5 PPI 3, Vif imaging 15, MC4R antag cAMP 3 and N-glyco inh 2.
For CCC(C)(C)NC(=O)Cc1ccc(C)cc1 the results were ABCB6 inh 2 97, TLR9-MyD88 inh 1, MC4R barr agon -0.1, Exocytosis inh 5, aDG glyco act 0.0, NOD2 RIPK2 PPI -3, ABHD5 PLIN5 PPI 1, Vif imaging 22, MC4R antag cAMP 2 and N-glyco inh -2.
Screening COc1ccc(S(=O)(=O)Nc2ccc(Oc3ncccn3)c(Cl)c2)cc1 returned ABCB6 inh 2 92, TLR9-MyD88 inh -2, MC4R barr agon -1.8, Exocytosis inh -2, aDG glyco act 0.2, NOD2 RIPK2 PPI 5, ABHD5 PLIN5 PPI -1, Vif imaging 6, MC4R antag cAMP 3 and N-glyco inh -3.

Among those listed so far, these have a thiophene ring, fused or not.
`Cc1cc2c(=O)n(C)c(SCC(=O)Nc3ccccc3)nc2s1` gave ABCB6 inh 2 101, TLR9-MyD88 inh 5, MC4R barr agon 0.3, Exocytosis inh -4, aDG glyco act 0.2, NOD2 RIPK2 PPI -3, ABHD5 PLIN5 PPI 6, Vif imaging -4, MC4R antag cAMP 13 and N-glyco inh -6.
For CC(C)Cn1c(N)c(C(=O)COC(=O)Cc2cccs2)c(=O)n(C)c1=O the results were ABCB6 inh 2 96, TLR9-MyD88 inh -10, MC4R barr agon -0.3, Exocytosis inh 0, aDG glyco act 4.7, NOD2 RIPK2 PPI -9, ABHD5 PLIN5 PPI -4, Vif imaging -4, MC4R antag cAMP 2 and N-glyco inh -1.
